TRPC4 block – blocks the mouse TRPC4 cation channel; Q9QUQ5; hit rate 0.39% among 300,000; B-score at 10 µM; HEK293 TRPC4beta/mu-opioid, DAMGO-evoked Fluo4 calcium flux; hits give low values;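 active = B-score over 3 SD under the library average, no early fluorescence shift, positive overall ratio signal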
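Material: HEK293 cells with stable TRPC4beta plus mu-opioid receptor expression / Probe or stimulus: DAMGO in two steps, submaximal then maximal / Compound: single concentration per test compound / Technique: kinetic Fluo4 fluorescence imaging of calcium influx / Read-out: per-well B score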
TRPC4 act – opens the mouse TRPC4 cation channel; Q9QUQ5; HEK293 TRPC4beta/mu-opioid, Fluo4 calcium fluorescence; hits give high values; B-score at 10 µM; hit rate 0.49% among 310,000; AID 2237;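 active = B-score above 5 SD of library B-scores, and initial fluorescence ratio not above library mean plus 5 SD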;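 also: positive B-score marks a calcium rise read as TRPC4 activation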
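Assay system – TRPC4beta and mu-opioid receptor HEK293 stable cells · Measured by – Fluo4 fluorescence, kinetic · Schedule – dye loading 45 min room temperature, 110 s kinetic read · Read-out – B-scored integrated calcium fluorescence ratio · Controls – buffer and maximal DAMGO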
HIF act – HIF pathway transcriptional activation. U2OS HRE-luciferase reporter, luminescence; normalized: DMSO 0%, desferrioxamine 100%. activation, % at 7.5 µM (by protocol). hit rate 0.32% among 300,000. AID 1910;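 active = mean activation of at least 10% of the iron chelator positive control signal, with at least half of replicates also reaching 10%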
MrgX1 allo act – human MrgX1 positive allosteric modulation, primary screen. MrgX1-HEK293, Fluo-4 calcium flux, FDSS; hits give high values. B-score at 10 µM. hit rate 0.63% among 310,000;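 active = plate-corrected calcium response at least 3 library SD above typical, normal starting fluorescence, not activating the receptor alone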;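 also: compound read alongside a low EC10 to EC30 dose of BAM8-22 agonist; peak minus trough fluorescence over baseline measured at the second addition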
MrgX1 antag – antagonists of human MrgX1 receptor; MRGX1-HEK293 calcium flux, Fluo-4, BAM8-22 antagonism; hits give low values; AID 588676; hit rate 1.3% among 310,000; Q96LB2; B-score at 10 µM;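 active = calcium-response B-score plate-corrected more than 3 library SD below zero, starting fluorescence within 5 deviations, no agonist response on first addition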;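 also: peak minus trough fluorescence over baseline after final BAM8-22 challenge near maximal dose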
TRPC6 act – activates the mouse TRPC6 cation channel; B-score at 10 µM; AID 2550; Q61143; HEK293-TRPC6 membrane potential dye fluorescence; hits give high values; hit rate 0.13% among 310,000;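 active = B-score of the integrated fluorescence ratio above library mean plus 3 SD, and starting fluorescence ratio within library mean plus 5 SD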;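 also: higher score means more depolarization so channel activation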
Target sequence (Q61143 whole entry, looked up): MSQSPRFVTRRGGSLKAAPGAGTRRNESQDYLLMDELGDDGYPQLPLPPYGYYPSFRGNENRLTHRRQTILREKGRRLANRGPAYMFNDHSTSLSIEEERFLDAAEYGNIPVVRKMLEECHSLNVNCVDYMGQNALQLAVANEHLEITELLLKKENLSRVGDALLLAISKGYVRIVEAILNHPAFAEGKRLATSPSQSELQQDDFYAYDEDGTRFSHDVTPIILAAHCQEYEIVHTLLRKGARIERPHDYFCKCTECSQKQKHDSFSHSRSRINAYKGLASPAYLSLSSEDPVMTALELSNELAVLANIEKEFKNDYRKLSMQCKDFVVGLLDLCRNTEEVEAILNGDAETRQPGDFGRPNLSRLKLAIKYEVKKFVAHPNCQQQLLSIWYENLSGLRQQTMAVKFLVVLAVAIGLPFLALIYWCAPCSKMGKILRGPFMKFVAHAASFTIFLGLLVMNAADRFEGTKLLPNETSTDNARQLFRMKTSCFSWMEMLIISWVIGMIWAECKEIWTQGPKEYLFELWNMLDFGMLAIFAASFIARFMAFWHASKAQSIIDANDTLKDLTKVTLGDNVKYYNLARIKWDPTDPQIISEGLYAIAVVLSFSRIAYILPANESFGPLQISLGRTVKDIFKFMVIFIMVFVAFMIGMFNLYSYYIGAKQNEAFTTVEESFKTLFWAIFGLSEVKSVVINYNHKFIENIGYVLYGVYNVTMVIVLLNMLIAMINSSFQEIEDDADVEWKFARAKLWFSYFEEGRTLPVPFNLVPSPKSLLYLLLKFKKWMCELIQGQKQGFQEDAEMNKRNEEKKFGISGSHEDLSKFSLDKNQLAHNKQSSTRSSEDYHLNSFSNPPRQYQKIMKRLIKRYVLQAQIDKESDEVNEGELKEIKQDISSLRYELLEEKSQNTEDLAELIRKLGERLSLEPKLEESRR
TRPC4 potent – allosteric potentiators of mouse TRPC4 channel. Q9QUQ5. HEK293 TRPC4beta/mu-opioid, DAMGO EC20, Fluo-4 Ca2+ flux; hits give high values. B-score at 10 µM. hit rate 0.42% among 310,000;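 active = B-score of calcium response area above 5 SD of library B-scores, with initial fluorescence ratio within 5 SD of library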;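 also: B-score of integrated fluorescence ratio over time as area under calcium response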
TRPC6 inh – mouse TRPC6 channel inhibition; AID 2553; Q61143; B-score at 10 µM; HEK293-TRPC6, membrane potential dye, ACh-evoked depolarization; hits give low values; hit rate 1.1% among 310,000;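 active = B-score under library mean minus 3 SD, initial fluorescence not abnormally high, positive integrated signal ratio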;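 also: B-score derived from integrated fluorescence ratio over the kinetic read; more negative B-score means stronger inhibition of depolarization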
MrgX1 ag – activates human MrgX1 receptor signaling | Q96LB2 | MrgX1-HEK293 cells, Fluo-4 calcium fluorescence, agonist mode; hits give high values | B-score at 10 µM | hit rate 0.44% among 310,000 | AID 588627;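 active = calcium response B-score plate-corrected fluorescence ratio at least 3 library SD, with starting fluorescence B-score inside 5 SD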
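Material – MrgX1-expressing HEK293 cells · Input – 15,000 cells seeded per well · Dosing – compound as first of three additions · Times – overnight seeding, then 1 h dark dye loading · Measured by – kinetic Fluo-4 NW fluorescence of intracellular calcium · Read-out – B-scored fluorescence response ratio · Benchmarks – positive and negative control wells on each plate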
PolyA inhibitor – blocks polyadenylation in yeast reporter cells; S. cerevisiae SKY197-pL101 polyadenylation reporter, beta-gal luminescence; efflux-impaired pdr1/pdr3 knockout yeast; score 100 = 6 SD above DMSO; calls only at 12 µM; hit rate 0.02% among 300,000; AID 1875;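 active = lowest replicate activity score at least 50, where 100 means six control SD above control mean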;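 also: yeast exposed to compound for 9 h at 30 °C; higher score means more reporter readthrough which indicates perturbed polyadenylation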
AI-2 QS modul – Vibrio harveyi AI-2 quorum sensing modulation; Vibrio harveyi JMH597 AI-2 luminescence/OD600 ratio, 9 h; hits give low values; strain lacks LuxN and CqsS sensors; 0 = neutral-control median; activity change, % at 7.5 µM; hit rate 0.4% among 300,000; in the data active = activity change below about -75%, passing the limit was not always enough;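 also: luminescence divided by OD600 gain over 9 h not by final OD600 alone; inactives centre near 13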
* marks the source's active call; other numbers are inactive results.

What do the screens show for `COC(=O)c1ccc(/C=N/OCC(=O)Nc2cc(F)ccc2F)cc1`?
TRPC4 block: inactive; TRPC4 act: inactive; HIF act: -0.1; MrgX1 allo act: inactive; MrgX1 antag: inactive; TRPC6 act: inactive; TRPC4 potent: inactive; TRPC6 inh: inactive; MrgX1 ag: inactive; PolyA inhibitor: inactive; AI-2 QS modul: 1

How did Cc1ccc(C(=O)Nc2ccc(S(=O)(=O)N3CCCC3)cc2)cc1 do in these assays?
TRPC4 block: inactive; TRPC4 act: inactive; HIF act: 0.6; MrgX1 allo act: inactive; MrgX1 antag: inactive; TRPC6 act: inactive; TRPC4 potent: inactive; TRPC6 inh: inactive; MrgX1 ag: inactive; PolyA inhibitor: inactive; AI-2 QS modul: 21

How did CCC(=O)c1ccc(OCc2ccc(C(=O)OC)cc2)c(OC)c1 do in these assays?
TRPC4 block: inactive; TRPC4 act: inactive; HIF act: -0.2; MrgX1 allo act: inactive; MrgX1 antag: inactive; TRPC6 act: inactive; TRPC4 potent: inactive; TRPC6 inh: inactive; MrgX1 ag: inactive; PolyA inhibitor: inactive; AI-2 QS modul: 10

Results for COc1ccc(C(=O)/C(=C/O)N=Nc2ccc(F)cc2)cc1 ?
TRPC4 block: inactive; TRPC4 act: inactive; HIF act: 0.5; MrgX1 allo act: inactive; MrgX1 antag: inactive; TRPC6 act: inactive; TRPC4 potent: inactive; TRPC6 inh: inactive; MrgX1 ag: inactive; PolyA inhibitor: inactive; AI-2 QS modul: 13

Results for Cc1ccccc1C(=O)Nc1ccc(C(=O)O)cc1NC(=O)c1ccccc1C ?
TRPC4 block: inactive; TRPC4 act: inactive; HIF act: -0.5; MrgX1 allo act: inactive; MrgX1 antag: inactive; TRPC6 act: inactive; TRPC4 potent: inactive; TRPC6 inh: inactive; MrgX1 ag: inactive; PolyA inhibitor: inactive; AI-2 QS modul: 17

What do the screens show for `Clc1cccc(-c2nc(NCCN3CCOCC3)c3ccccc3n2)c1`?
TRPC4 block: inactive; TRPC4 act: inactive; HIF act: -0.3; MrgX1 allo act: inactive; MrgX1 antag: inactive; TRPC6 act: inactive; TRPC4 potent: inactive; TRPC6 inh: inactive; MrgX1 ag: inactive; PolyA inhibitor: inactive; AI-2 QS modul: 0

How did COc1ccccc1-c1cnn2c(NC3CCCC3)cc(C)nc12 do in these assays?
TRPC4 block: inactive; TRPC4 act: inactive; HIF act: 2.7; MrgX1 allo act: inactive; MrgX1 antag: inactive; TRPC6 act: inactive; TRPC4 potent: inactive; TRPC6 inh: inactive; MrgX1 ag: inactive; PolyA inhibitor: inactive; AI-2 QS modul: 1

Results for Cc1cccc(NC(=O)CCN2C(=O)C3C4C=CC(C4)C3C2=O)c1 (configuration not stated) ?
TRPC4 block: inactive; TRPC4 act: inactive; HIF act: 0.1; MrgX1 allo act: inactive; MrgX1 antag: inactive; TRPC6 act: inactive; TRPC4 potent: inactive; TRPC6 inh: inactive; MrgX1 ag: inactive; PolyA inhibitor: inactive; AI-2 QS modul: 25

Results for CN1CCN(C(=O)c2cc(-c3cccc(Cl)c3)on2)CC1 ?
TRPC4 block: inactive; TRPC4 act: inactive; HIF act: 2.2; MrgX1 allo act: inactive; MrgX1 antag: inactive; TRPC6 act: inactive; TRPC4 potent: inactive; TRPC6 inh: inactive; MrgX1 ag: inactive; PolyA inhibitor: inactive; AI-2 QS modul: -52

What do the screens show for `Nc1ccc(Oc2ccc3c(c2)C(=O)N(CC2CCCO2)C3=O)cc1` (configuration not stated)?
TRPC4 block: inactive; TRPC4 act: inactive; HIF act: -1.9; MrgX1 allo act: inactive; MrgX1 antag: inactive; TRPC6 act: inactive; TRPC4 potent: inactive; TRPC6 inh: inactive; MrgX1 ag: inactive; PolyA inhibitor: inactive; AI-2 QS modul: -10

What do the screens show for `CN(CCOC(=O)C1c2ccccc2Oc2ccccc21)C(C)(C)C`?
TRPC4 block: inactive; TRPC4 act: inactive; HIF act: -0.7; MrgX1 allo act: inactive; MrgX1 antag: inactive; TRPC6 act: inactive; TRPC4 potent: inactive; TRPC6 inh: -10*; MrgX1 ag: inactive; PolyA inhibitor: inactive; AI-2 QS modul: 22

Results for COC(=O)n1c(=S)oc2cc(Cl)ccc21 ?
TRPC4 block: inactive; TRPC4 act: inactive; HIF act: 0.0; MrgX1 allo act: inactive; MrgX1 antag: inactive; TRPC6 act: inactive; TRPC4 potent: inactive; TRPC6 inh: inactive; MrgX1 ag: inactive; PolyA inhibitor: inactive; AI-2 QS modul: 3

Results for O=C(O)CCCCCNC(=O)c1ccncc1 ?
TRPC4 block: inactive; TRPC4 act: inactive; HIF act: 0.1; MrgX1 allo act: inactive; MrgX1 antag: inactive; TRPC6 act: inactive; TRPC4 potent: inactive; TRPC6 inh: inactive; MrgX1 ag: inactive; PolyA inhibitor: inactive; AI-2 QS modul: 7

What do the screens show for `COc1ccc(NC(=O)CSCc2cc(=O)n3ccsc3n2)cc1`?
TRPC4 block: inactive; TRPC4 act: inactive; HIF act: -0.1; MrgX1 allo act: inactive; MrgX1 antag: inactive; TRPC6 act: inactive; TRPC4 potent: inactive; TRPC6 inh: inactive; MrgX1 ag: inactive; PolyA inhibitor: inactive; AI-2 QS modul: 2

Results for CC(=O)Nc1ccc(NC(=O)CN(C)S(=O)(=O)c2ccc3ccccc3c2)cc1 ?
TRPC4 block: inactive; TRPC4 act: inactive; HIF act: 0.0; MrgX1 allo act: inactive; MrgX1 antag: inactive; TRPC6 act: inactive; TRPC4 potent: inactive; TRPC6 inh: inactive; MrgX1 ag: inactive; PolyA inhibitor: inactive; AI-2 QS modul: 27

Results for COCCCNc1nc2ccccc2nc1NS(=O)(=O)c1ccc(C)c(C)c1 ?
TRPC4 block: inactive; TRPC4 act: inactive; HIF act: 0.1; MrgX1 allo act: inactive; MrgX1 antag: inactive; TRPC6 act: inactive; TRPC4 potent: inactive; TRPC6 inh: inactive; MrgX1 ag: inactive; PolyA inhibitor: inactive; AI-2 QS modul: 34

What do the screens show for `O=C(NC(=S)NCC1CCCO1)c1ccccc1F` (configuration not stated)?
TRPC4 block: inactive; TRPC4 act: inactive; HIF act: 0.7; MrgX1 allo act: inactive; MrgX1 antag: inactive; TRPC6 act: inactive; TRPC4 potent: inactive; TRPC6 inh: inactive; MrgX1 ag: inactive; PolyA inhibitor: inactive; AI-2 QS modul: 13

How did Cc1nc(C)c(-c2csc(Nc3ncccc3C)n2)s1 do in these assays?
TRPC4 block: inactive; TRPC4 act: inactive; HIF act: -4.9; MrgX1 allo act: inactive; MrgX1 antag: inactive; TRPC6 act: inactive; TRPC4 potent: inactive; TRPC6 inh: inactive; MrgX1 ag: inactive; PolyA inhibitor: inactive; AI-2 QS modul: -6

What do the screens show for `CCC1(C)Cc2c(C#N)c(SC)nc(N3CCOCC3)c2CO1` (configuration not stated)?
TRPC4 block: inactive; TRPC4 act: inactive; HIF act: 0.0; MrgX1 allo act: inactive; MrgX1 antag: inactive; TRPC6 act: inactive; TRPC4 potent: inactive; TRPC6 inh: inactive; MrgX1 ag: inactive; PolyA inhibitor: inactive; AI-2 QS modul: 4

Results for COCCNC(=S)N(C)C1(c2ccccc2Cl)CCCCC1=O (configuration not stated) ?
TRPC4 block: inactive; TRPC4 act: inactive; HIF act: -0.4; MrgX1 allo act: inactive; MrgX1 antag: inactive; TRPC6 act: inactive; TRPC4 potent: inactive; TRPC6 inh: inactive; MrgX1 ag: inactive; PolyA inhibitor: inactive; AI-2 QS modul: 44

How did Nc1ccc(C(=O)NCCCSc2ccccc2)cc1[N+](=O)[O-] do in these assays?
TRPC4 block: inactive; TRPC4 act: inactive; HIF act: 0.3; MrgX1 allo act: inactive; MrgX1 antag: inactive; TRPC6 act: inactive; TRPC4 potent: inactive; TRPC6 inh: inactive; MrgX1 ag: inactive; PolyA inhibitor: inactive; AI-2 QS modul: 8

What do the screens show for `Cc1cc(=O)[nH]c(-n2[nH]c(C)cc2=O)n1`?
TRPC4 block: inactive; TRPC4 act: inactive; HIF act: -0.5; MrgX1 allo act: inactive; MrgX1 antag: inactive; TRPC6 act: inactive; TRPC4 potent: inactive; TRPC6 inh: inactive; MrgX1 ag: inactive; PolyA inhibitor: inactive; AI-2 QS modul: 10

What do the screens show for `O=C(Nc1ccccc1)N(CCN1CCOCC1)Cc1cccc(Cl)c1`?
TRPC4 block: inactive; TRPC4 act: inactive; HIF act: 0.4; MrgX1 allo act: inactive; MrgX1 antag: inactive; TRPC6 act: inactive; TRPC4 potent: inactive; TRPC6 inh: inactive; MrgX1 ag: inactive; PolyA inhibitor: inactive; AI-2 QS modul: 11

How did O=C(CCCN1C(=O)/C(=C/c2cccc(Br)c2)SC1=S)Nc1ccccn1 do in these assays?
TRPC4 block: inactive; TRPC4 act: inactive; HIF act: 0.0; MrgX1 allo act: inactive; MrgX1 antag: inactive; TRPC6 act: inactive; TRPC4 potent: inactive; TRPC6 inh: inactive; MrgX1 ag: inactive; PolyA inhibitor: inactive; AI-2 QS modul: -1

Results for O=C(Nc1c(F)c(F)c(F)c(F)c1F)C1CCCCC1 ?
TRPC4 block: inactive; TRPC4 act: inactive; HIF act: -0.1; MrgX1 allo act: inactive; MrgX1 antag: inactive; TRPC6 act: inactive; TRPC4 potent: inactive; TRPC6 inh: inactive; MrgX1 ag: inactive; PolyA inhibitor: inactive; AI-2 QS modul: 24

What do the screens show for `Cc1ccc(C(=O)OCC(=O)Nc2ccc(N(C)C)cc2)cc1NC(=O)c1ccco1`?
TRPC4 block: inactive; TRPC4 act: inactive; HIF act: 0.0; MrgX1 allo act: inactive; MrgX1 antag: inactive; TRPC6 act: inactive; TRPC4 potent: inactive; TRPC6 inh: inactive; MrgX1 ag: inactive; PolyA inhibitor: inactive

How did O=C(NNc1ncnc2c1cnn2-c1cccc(Cl)c1)c1ccco1 do in these assays?
TRPC4 block: inactive; TRPC4 act: inactive; HIF act: 2.3; MrgX1 allo act: inactive; MrgX1 antag: inactive; TRPC6 act: inactive; TRPC4 potent: inactive; TRPC6 inh: inactive; MrgX1 ag: inactive; PolyA inhibitor: inactive; AI-2 QS modul: 20

The list is partial, so the mix of outcomes need not match the whole.
